Screening data as filed in PubChem BioAssay.
MOR-DOR inv ag – inverse agonists of MOR-DOR heterodimerization, primary screen, cell-based, luminescence. Mu-type opioid receptor (Homo sapiens) + Delta-type opioid receptor (Homo sapiens), …. cell-based MOR-DOR heterodimer luminescence, inverse agonism. inhibition, % at 9.3 µM. 340,000 tested, 0.21% active. AID 504357, 2011; in the data active = inhibition above about 22%, passing the limit was not always enough;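 note: 0% = cells with DMSO and 100% = wells without cells with DMSO; values of inactives mirror those of a sister screen read the other way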
Ecoli viability – E. coli V3065 growth inhibition, primary screen, counter-screen for AddAB inhibitor project, absorbance, OD600; inhibition, % at 11.9 µM; 330,000 tested, 0.27% active; 18 h; AID 449728, 2010;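 active = inhibition above the campaign's mean inhibition across all tested compounds plus 3 SD, cut at about 9.9% in these data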;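 note: uninfected addAB+ strain grown without phage in ampicillin broth; 0% = DMSO wells and 100% = ciprofloxacin 0.95 µg/ml wells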
phage Ecoli inh – growth loss of phage-infected E. coli, primary screen, RecBCD inhibitor project, absorbance, with phage, HTS; inhibition, % at 11.9 µM; 360,000 tested, 0.26% active; in the data active = inhibition above about 11%
Pemphigus Ab inh – inhibitors of pemphigus antibody binding to DSG3, primary screen, biochemical, bead-based, flow cytometry, scFv-GFP | AID 588358, 2011 | DSG3-coupled beads, scFv-anti-DSG3-GFP binding; hits give low values | binding (percent of control), % at 10 µM | 310,000 tested, 0.48% active | Desmoglein-3 (Homo sapiens), P32926;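 active = binding more than 3 SD below its plate's average and above zero; inconclusive = below that plate limit but binding exactly zero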;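 note: hits lower antibody fragment binding to DSG3; some compounds called inactive have numbers as strong as hits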
Target sequence (P32926 whole entry, looked up, the tested form may be a part): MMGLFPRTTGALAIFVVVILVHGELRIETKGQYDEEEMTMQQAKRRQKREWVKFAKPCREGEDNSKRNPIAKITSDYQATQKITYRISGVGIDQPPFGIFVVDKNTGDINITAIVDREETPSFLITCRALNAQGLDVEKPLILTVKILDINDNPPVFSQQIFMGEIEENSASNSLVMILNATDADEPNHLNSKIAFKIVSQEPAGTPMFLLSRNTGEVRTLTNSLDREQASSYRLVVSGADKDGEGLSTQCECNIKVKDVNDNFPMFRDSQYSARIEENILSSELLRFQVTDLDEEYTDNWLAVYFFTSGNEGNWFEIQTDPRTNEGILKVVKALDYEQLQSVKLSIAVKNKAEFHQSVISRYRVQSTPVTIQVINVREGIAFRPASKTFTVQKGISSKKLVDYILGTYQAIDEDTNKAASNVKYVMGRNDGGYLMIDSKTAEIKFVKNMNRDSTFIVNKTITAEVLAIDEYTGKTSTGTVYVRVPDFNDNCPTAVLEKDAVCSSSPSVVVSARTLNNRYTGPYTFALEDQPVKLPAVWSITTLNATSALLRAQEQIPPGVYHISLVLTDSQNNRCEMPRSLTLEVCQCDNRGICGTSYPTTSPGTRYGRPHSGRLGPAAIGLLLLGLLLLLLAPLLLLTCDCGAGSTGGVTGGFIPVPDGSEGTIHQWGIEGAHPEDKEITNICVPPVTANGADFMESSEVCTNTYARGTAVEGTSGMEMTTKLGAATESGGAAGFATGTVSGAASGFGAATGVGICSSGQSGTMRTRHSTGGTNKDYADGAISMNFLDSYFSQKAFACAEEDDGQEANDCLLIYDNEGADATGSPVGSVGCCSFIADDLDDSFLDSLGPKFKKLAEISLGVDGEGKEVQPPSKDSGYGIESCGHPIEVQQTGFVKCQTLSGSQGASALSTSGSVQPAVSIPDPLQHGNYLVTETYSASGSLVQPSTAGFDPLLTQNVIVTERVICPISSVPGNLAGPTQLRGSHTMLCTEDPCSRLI
MOR-DOR ag – agonists of OPRM1-OPRD1 heterodimerization, primary screen, cell-based, luminescence | activation, % at 9.3 µM | 340,000 tested, 0.3% active | cells; in the data active = activation above about 18%;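 note: 0% = vehicle-treated cells and 100% = reference agonist; values of inactives mirror those of a sister screen read the other way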
PfHsp90 set2 – growth inhibition of PfHsp90-expressing yeast, primary screen, antimalarial PfHsp90 inhibitor project, S. cerevisiae, BacTiter-Glo luminescence, single point, set 2; inhibition, % at 9.4 µM; 310,000 tested, 0.32% active; BacTiter-Glo ATP, 48 h; yeast lacking PDR1 and PDR3 efflux regulators;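 active = every replicate shows inhibition above about 80%, whatever the replicate mean, limit read from the data; inconclusive = mean inhibition reaches the set limit but some replicate falls short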;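 note: 0% = DMSO neutral controls and 100% = 20 µM radicicol positive controls; yeast relying on Plasmodium falciparum Hsp90 in place of its own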
Arr AP2 block – inhibitors of beta-arrestin/AP2 binding, primary screen, biochemical, GPCR trafficking, flow cytometry | 340,000 tested, 0.31% active | AID 504490, 2011 | inhibition, % at 10 µM | FITC-arrestin peptide / GST-AP2 beads; AP2 beta2 appendage carries R879A mutation;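 active = inhibition above a set limit, near 3 SD of compounds lacking own fluorescence, cut at about 54% in these data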;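 note: plate controls were DMSO wells for no effect and 5 µM unlabelled arrestin peptide for full effect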
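System: GST-AP2 R879A glutathione beads; medium: PBS, Tween 20 0.05%, BSA 0.1%; reagent: fluorescein-tagged arrestin peptide at 50 nM final; schedule: pre-incubation 12 min, peptide binding 1 h, room temperature; detection: flow cytometry, FL1 (488/535 nm); read-out: inhibition as reduced fluorescein signal on beads, percent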
PKA-R1A activ – activators of PKA-R1A holoenzyme, primary screen, biochemical, fluorescence polarization, Cy5-IP20, bovine R1A, mouse PKAc; PKA-R1A dissociation; scaled: DMSO 0%, 113 µM cGMP 100%; activation, % at 11.4 µM; 340,000 tested, 0.083% active;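 active = percent activation above the mean of all tested compounds plus 3 SD, cut at about 19% in these data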;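 note: higher means more PKAc released from R1A so a rise in polarization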
Mot1-301 SUMO – yeast Mot1-301 growth rescue at high temperature, primary screen, SUMOylation pathway inhibitor project, S. cerevisiae, ATP luminescence, 38.5C. S. cerevisiae Mot1-301 growth rescue; percent above DMSO median, 100 means doubled. growth rescue, % at 18.8 µM. 320,000 tested, 1% active. AID 2716, 2010;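 active = every valid replicate shows activation above 250% relative to neutral control wells; inactive = the rest, any valid replicate at or below 250%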;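 note: OY570 slx delta 5 strain wells were the positive control but not used for scaling; some compounds called inactive have numbers as strong as hits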
AddAB inh – growth inhibition of E. coli expressing H. pylori AddAB, primary screen, AddAB inhibitor project, absorbance; 330,000 tested, 0.29% active; inhibition, % at 11.9 µM; in the data active = inhibition above about 12%;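 note: 0% = vehicle wells of infected cells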
Tat transport – E. coli Tat export inhibitors, primary screen, MC4100, TorA-mCherry reporter, fluorescence, single point; inhibition, % at 10 µM; 340,000 tested, 0.036% active;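 active = mean replicate inhibition at least 50% and at least half of replicates individually reaching 50%; inconclusive = only one of the two criteria met; inactive = neither criterion met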;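 note: exported cargo escapes ClpAP degradation while cytoplasmic cargo is degraded and loses fluorescence; 0% = median of neutral control wells and 100% = median of NaSCN control wells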
* marks the source's active call; other numbers are inactive results; ? = inconclusive; · = not tested or not shown.

SMILES	MOR-DOR inv ag	Ecoli viability	phage Ecoli inh	Pemphigus Ab inh	MOR-DOR ag	PfHsp90 set2	Arr AP2 block	PKA-R1A activ	Mot1-301 SUMO	AddAB inh	Tat transport
CCOC(=O)[C@H]1[C@H]2COc3ccccc3[C@@H]2N2C(=O)c3cc(Br)ccc3NC(=O)[C@@]12C	-5	1.2	1.7	105	0.8	3	0	-4	37	3.5	14
CCCCCCc1nnc(N)s1	0	2.1	2.1	113	0.1	-10	2	-4	5	1.5	8
O=C(O)CSc1nnc(-c2ccc3c(c2)OCO3)o1	-12	1.1	2.6	97	2.0	13	10	-3	33	2.6	-9
C=C(C)[C@@H]1CC=C(CN2CCC(CCOC)(C(=O)OCC)CC2)CC1	-12	0.4	-2.0	·	2.3	-21	13	-1	-2	5.3	0
COC(=O)c1cc2c(cc1Cl)N1CCCCCC1=NS2(=O)=O	6	1.1	1.4	97	-1.2	4	-8	0	-3	0.5	-2
CCCCOC(=O)Nc1ccc(N2CCCCC2)cc1	-10	0.0	2.7	120	2.0	22	2	-2	-24	0.1	-4
C=CCNc1nc(C)c(CNc2c(C)cc(C)cc2C)nc1C#N	-17	0.3	1.1	100	3.7	-4	10	-9	-14	3.3	2
COc1ccc(C(=S)N2CCN(C)CC2)cc1Br	-10	1.1	2.4	104	1.8	15	6	-2	20	0.2	4
CC(C)SCc1cc(N2CCCC2)nc(-c2ccccc2)n1	-22	-2.4	3.9	105	3.0	-5	-6	4	2	2.1	5
Cc1ccc(C(=O)NC(=S)N2CCN(c3ccc([N+](=O)[O-])cc3)CC2)cc1	8	0.2	1.6	102	-1.5	-8	-7	-12	-8	-0.4	0
Cn1c(N2CCCC2)nc2c1c(=O)n(Cc1ccc(F)cc1)c(=O)n2C	7	0.6	2.3	102	-1.2	7	1	-11	64	2.2	2
CC1(C)Cc2nc(N)c(C(=O)NCCO)cc2CO1	8	0.7	2.0	100	-1.4	-9	-3	-3	100	3.1	-4
Cn1c(SCC(=O)Nc2ccc3c(c2)OCO3)nnc1C(F)(F)F	9	0.9	3.5	101	-2.1	15	46	-5	6	1.0	2
COc1ccc(Cn2c(C)ccc2C)cc1	-6	0.5	1.7	·	0.9	-37	16	-11	29	2.9	-1
Cc1ccc(OCC(=O)Nc2ccc(F)cc2)cc1C	-5	2.0	1.9	·	1.0	3	-7	-11	14	1.6	8
COc1cc(S(=O)(=O)N2CCOCC2)ccc1NC(=O)COC(=O)COc1ccccc1	5	1.3	2.1	87	-1.0	23	8	-2	8	2.1	-3
Cc1nc(SCC(=O)Nc2cc(C(N)=O)cc(C(N)=O)c2)c2c(C)c(C)sc2n1	11	3.1	7.0	97	-2.0	6	4	1	-3	-2.5	3
CS(=O)(=O)N(CC(=O)Nc1ccc(F)cc1F)C1CCCCC1	12	-0.6	5.9	107	-2.4	22	3	-6	-23	3.0	-4
COc1ccc(OC)c(C2/C(=C(\O)c3ccc4c(c3)OCCO4)C(=O)C(=O)N2CC2CCCO2)c1 (stereo not drawn)	10	0.2	2.6	·	-2.0	33	-11	-11	-1	3.4	1
COc1cc(-c2nc(CN3CCCN(C(=O)c4ccco4)CC3)c(C)o2)ccc1F	16	-0.3	4.4	107	-3.1	4	-9	1	-15	3.0	6
C=C1CCN([C@@H](Cc2ccccc2)C(=O)Nc2ccc(OC)cc2)S(=O)(=O)c2ccccc21	-3	-2.2	-3.3	103	0.5	·	1	2	3	0.4	-12
NS(=O)(=O)c1cccc2c1c([N+](=O)[O-])cc1nc(O)c(O)nc12	-2	-0.2	4.4	113	0.4	-13	-3	6	-1	2.8	-4
COC(=O)c1c(-c2ccccc2)csc1NC(=O)CSc1ncnc2sc(C)c(C)c12	12	1.4	1.7	101	-2.7	0	13	4	66	2.2	-8
CC1=C(C(=O)OCC2CCCO2)C(c2ccc(Cl)cc2)NC(=O)N1 (stereo not drawn)	1	-1.7	-2.1	101	-0.2	18	40	5	96	1.3	-4
CCC(C)OC(=O)C1=C(C)NC2=C(C(=O)C(C(=O)OC)C(C)C2)C1c1ccc(N(C)C)cc1 (stereo not drawn)	13	-1.5	1.8	106	-2.1	-7	22	-2	-7	-1.6	4
COc1cccc(-c2cc(C(=O)Nc3c(C)nn(Cc4ccccc4C)c3C)no2)c1	-22	-0.7	1.9	102	3.8	·	-6	-9	-9	-0.3	5
COc1ccc(NC(=O)CSc2ccc3c(c2)OCCO3)cc1OC	-6	-1.2	2.6	101	1.2	·	27	-8	26	3.2	6
Cc1ccc(-n2c(C)cc(/C=N/NC(=O)c3ccncc3)c2C)c(C)c1	7	0.2	2.3	100	-1.2	12	-6	9	-7	0.7	2
Cn1c(=O)n(Cc2ccccc2)c(=O)c2c1nc1n2CCCN1CCc1ccccc1	-3	-0.6	-3.4	99	0.6	52	-15	-6	-11	-0.1	2
COc1ccc(N2CCN(c3c(S(=O)(=O)c4ccccc4)cnc4ccc(OC)cc34)CC2)cc1	0	0.4	-2.2	·	-0.1	104*	3	3	-15	3.8	3
O=C(CSc1ncnc2sccc12)Nc1ccccc1	0	0.7	2.1	108	0.1	-10	9	6	-10	0.4	-5
CCOC(=O)c1c(NC(=O)C2C3CCC(O3)C2C(=O)O)sc(C)c1-c1ccc(C)cc1 (stereo not drawn)	1	0.0	-0.7	99	-0.2	14	-6	-10	2	0.6	4
O=C(/C=C/c1cccc(Cl)c1)NNC(=O)c1ccncc1	15	0.5	1.6	·	-3.8	2	22	-1	-1	-0.5	-7
CN1CCN(NC(=O)c2cn(-c3ccccc3)nc2-c2ccc(OC(F)F)cc2)CC1	9	2.4	1.2	106	-1.7	13	36	-5	3	0.0	-1
CC(NC(=O)C1CCC(C(=O)NC(C)c2ccccc2)CC1)c1ccccc1 (stereo not drawn)	6	-1.6	-2.4	113	-1.2	-2	-6	-10	-4	0.5	-1
CC1(C)CC=C(NNC(=O)c2cccnc2)C(=O)C1	12	2.3	3.5	·	-2.5	-7	37	-7	-1	5.6	-6
COc1ccc(NC(=S)NC(=O)C2CCC2)cc1	14	2.1	3.1	·	-2.5	5	-2	-3	555*	3.7	-5
COc1ccc(-c2cc([C@H]3[C@H]4C=CC[C@@H](C)[C@@H]4C(=O)N3Cc3ccccc3)ccc2F)cc1OC	8	0.1	1.6	108	-1.4	-7	0	0	-3	-1.0	2
O=C(COc1ccccc1)N(CCc1ccccc1)c1nc(-c2ccc(F)cc2)cs1	8	2.6	3.3	98	-1.6	10	2	-6	-14	1.3	0
CC(=O)C1CCC2C3CC=C4CC(SC(=N)N)CCC4(C)C3CCC12C (stereo not drawn)	-185	·	7.3	106	42*	18	25	-6	·	·	9
C=CCn1c(SC/C=C/c2ccccc2)nnc1-c1sc(N)nc1C	8	0.9	2.0	·	-1.8	-40	-2	-7	-1	4.0	-2
CC1CC(C)CN(C(=O)CN2C(=O)NC3(CCCCCC3)C2=O)C1 (stereo not drawn)	9	1.4	3.2	102	-1.7	·	-2	-10	-3	-0.7	3
COC(=O)c1c(NC(=O)CC2SC(N)=NC2=O)sc2c1CCC(C(C)(C)C)C2 (stereo not drawn)	5	-0.8	2.5	106	-0.9	-27	-3	-10	37	-1.7	-4
CCN(CC)C(=O)c1sc2nc(-c3ccncc3)[nH]c(=O)c2c1C	-4	1.5	2.2	95	0.8	4	9	13	-22	-1.6	6
CC(=O)Oc1cccc(C(=O)Nc2cccc(C(=O)Nc3ccccc3C(=O)O)c2)c1	5	-1.7	2.1	114	-1.0	-2	0	-10	6	-1.4	-5
CCC(C(=O)NCCCc1ccccc1)n1nc(C)c2c(C)n(-c3ccccc3)nc2c1=O (stereo not drawn)	6	-1.8	2.7	94	-1.1	12	-4	1	44	3.4	4
Cc1ccc(OCc2cc(C(=O)N3CCCCCCC3)no2)cc1C	-14	-2.4	0.4	107	3.5	12	-17	0	-2	0.9	2
CSCCC(NS(=O)(=O)c1ccc(C)cc1)C(=O)N1CCN(C(C)=O)CC1 (stereo not drawn)	11	2.8	-1.1	106	-2.3	-10	-12	-2	-12	0.6	-4
Cc1ccc(S(=O)(=O)/N=C(\N)Nc2nc(C)c3cc(C)ccc3n2)cc1	6	-3.2	1.4	100	-1.1	-4	-9	-4	15	0.7	-3
CCOc1cc(/C=C2/N=C(c3ccc(C(C)(C)C)cc3)OC2=O)cc(Cl)c1OS(C)(=O)=O	12	2.4	1.6	97	-2.2	-25	6	4	-27	-1.5	0
O=C(Nc1ccc(S(=O)(=O)Nc2ncccn2)cc1)c1cncc(Br)c1	1	2.9	2.0	107	-0.2	-8	6	-2	-12	5.3	?
Cc1cc(-c2nc3cc(F)ccc3s2)ccc1N	-7	·	3.9	·	1.4	-5	-4	-8	·	·	3
COc1ccc(C(=O)CSc2nc(C)cc(C)n2)cc1[N+](=O)[O-]	6	0.1	5.4	99	-1.2	4	3	-4	5	-0.1	-4
CC1=C(C(=O)Nc2ccccc2C(F)(F)F)C(c2ccc(C)s2)NC(=S)N1 (stereo not drawn)	16	0.6	3.5	102	-3.2	-2	16	-7	10	3.2	6
Cc1cc(N2CCCCC2)nc2ccc(NC(=O)CCC(=O)NCCC(C)C)cc12	-2	-1.6	-0.3	·	0.3	·	4	-1	12	1.2	-2
O=C(O)c1ccc2c(c1)C(=O)N(NC(=O)c1ccccc1)C2=O	3	2.3	1.8	87	-0.5	-32	-14	3	-6	3.3	20
COc1ccc2oc(=O)c(-c3cn4ccc(C)cc4n3)cc2c1	-47	2.5	0.5	99	9.0	-3	4	1	-16	1.9	2
O=[N+]([O-])c1cc(S(=O)(=O)c2ccc(N3CCCCC3)c([N+](=O)[O-])c2)ccc1N1CCCCC1	6	-2.8	2.9	118	-1.1	-35	4	-5	·	-0.5	22
CN(CC(=O)NCCCN1CCOCC1)S(=O)(=O)c1ccc(F)cc1	-3	-3.5	1.7	·	0.4	4	19	-3	-12	-0.2	4
